# Rv3671c inh: Rv3671c serine protease inhibitors, primary screen, biochemical, fluorescence polarization, M. tuberculosis H37Rv; P9WHR9; 0.048% of 320,000 active; inhibition, % at 5.96 µM; in the data active = inhibition above about 38%;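 note: extracellular domain of Rv3671c used as enzyme; 0% = enzyme with DMSO and 100% = no enzyme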
# Target sequence (P9WHR9 whole entry, looked up, the tested form may be a part): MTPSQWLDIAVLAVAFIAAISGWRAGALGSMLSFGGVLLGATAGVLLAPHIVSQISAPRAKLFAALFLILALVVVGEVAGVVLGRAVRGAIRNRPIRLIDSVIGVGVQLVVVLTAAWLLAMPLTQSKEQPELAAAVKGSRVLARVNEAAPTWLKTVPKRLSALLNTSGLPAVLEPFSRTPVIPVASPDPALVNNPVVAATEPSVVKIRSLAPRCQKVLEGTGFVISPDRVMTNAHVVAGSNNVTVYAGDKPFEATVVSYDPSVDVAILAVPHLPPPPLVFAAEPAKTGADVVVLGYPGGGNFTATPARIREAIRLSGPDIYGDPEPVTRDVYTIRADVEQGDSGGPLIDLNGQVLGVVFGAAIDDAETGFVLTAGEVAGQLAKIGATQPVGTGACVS
# BioA inh: M. tuberculosis BioA enzyme inhibitors, primary screen, biochemical, plate reader, single point, HTS. 7,8-diaminopelargonic acid synthase BioA (Mycobacterium tuberculosis). purified M. tuberculosis BioA enzyme. inhibition, % at 9.99 µM. 0.096% of 360,000 active. AID 602481, 2012; in the data active = inhibition above about 40%; inconclusive = no clear call, values can overlap the other calls
# UGM FP inh: M. tuberculosis UGM enzyme inhibitors, primary screen, biochemical, fluorescence polarization, single point | UDP-galactopyranose mutase (Mycobacterium tuberculosis (strain ATCC 25618 / H37Rv)), … | inhibition, % at 10 µM | AID 504406, 2011 | 0.06% of 320,000 active | purified UGM, fluorescence polarization probe displacement; in the data active = inhibition above about 10%, passing the limit was not always enough; inconclusive = no clear call, values can overlap the other calls
# Target sequence (P9WIQ1 whole entry, looked up): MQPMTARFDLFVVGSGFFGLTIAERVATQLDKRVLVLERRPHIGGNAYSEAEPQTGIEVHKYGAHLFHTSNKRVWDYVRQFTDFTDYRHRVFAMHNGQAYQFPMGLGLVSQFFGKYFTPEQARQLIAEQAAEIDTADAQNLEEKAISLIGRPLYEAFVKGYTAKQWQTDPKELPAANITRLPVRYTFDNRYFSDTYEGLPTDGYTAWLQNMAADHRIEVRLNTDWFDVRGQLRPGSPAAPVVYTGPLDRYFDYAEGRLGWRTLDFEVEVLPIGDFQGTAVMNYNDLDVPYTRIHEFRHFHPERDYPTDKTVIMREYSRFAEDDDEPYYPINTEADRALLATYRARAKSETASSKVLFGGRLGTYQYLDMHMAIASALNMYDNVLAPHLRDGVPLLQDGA
# PrPC TRFRET: inhibitors of human cell surface prion protein PrPC, primary screen, cell-based, TR-FRET; AID 720596, 2013; Major prion protein (Homo sapiens), P04156; TR-FRET read-out; 0.43% of 370,000 active; inhibition, % at 13.8 µM; in the data active = inhibition above about 24%; note: 0% = median of the test wells and 100% = reference compound wells
# FBA Mtb inh: Mtb FBA enzyme inhibitors, primary screen, biochemical, fluorescence, strain H37Rv; Fructose-bisphosphate aldolase (Mycobacterium tuberculosis (strain ATCC 25618 / H37Rv)), …; purified M. tuberculosis FBA, fluorescence read-out; inhibition, % at 1 µM; 2.3% of 360,000 active; in the data active = inhibition above about 27%;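 note: 0% = vehicle and 100% = reference inhibitor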
# GDH-TPI inh: GDH-TPI coupling enzyme inhibitors, primary screen, artefact control for M. tuberculosis FBA inhibitor project, biochemical, absorbance, full deck; 1.2% of 360,000 active; AID 588335, 2011; inhibition, % at 4.8 µM; GDH-TPI coupled enzyme counterscreen, NADH absorbance; in the data active = inhibition above about 30%;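 note: 0% = DMSO wells and 100% = wells lacking the enzyme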
# BoNT-F LC inh: BoNT/F light chain protease inhibitors, primary screen, biochemical, flow cytometry, MLPCN library; Botulinum neurotoxin type F light chain protease (Clostridium botulinum); Multiplex microsphere protease cleavage assay; inhibition, % at 10 µM; 0.22% of 360,000 active; AID 588497, 2011; in the data active = inhibition above about 35%, passing the limit was not always enough; inconclusive = no clear call, values can overlap the other calls; note: plate controls were buffer without enzyme for full effect and enzyme alone for no effect
# MazF activator: activators of E. coli MazEF toxin-antitoxin RNase, primary screen, biochemical, fluorescence, uHTS | AID 504720, 2011 | FAM/BHQ RNA-DNA oligo cleavage fluorescence, 5 h | activation, % at 20 µM | Endoribonuclease toxin MazF (Escherichia coli (strain K12)), P0AE70 | 0.32% of 350,000 active; in the data active = activation above about 50%
# Target sequence (P0AE70 whole entry, looked up): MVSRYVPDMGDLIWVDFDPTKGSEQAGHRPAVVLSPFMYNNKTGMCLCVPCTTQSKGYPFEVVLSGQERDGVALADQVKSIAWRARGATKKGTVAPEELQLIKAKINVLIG
# FadD28 binding: inhibitors of FadD28 bisubstrate probe binding, primary screen, biochemical, fluorescence polarization, single point; Mycobacterium tuberculosis FadD28 fatty-acid-AMP ligase; inhibition, % at 12.5 µM; 0.22% of 360,000 active; AID 588549, 2011; in the data active = inhibition above about 8.5%, passing the limit was not always enough; inconclusive = no clear call, values can overlap the other calls
# Active calls of the source: *; u = inconclusive; x = not tested or not shown. An unsorted share of the library; 4.8% or so of the library scored in one or more.
molecule | Rv3671c inh | BioA inh | UGM FP inh | PrPC TRFRET | FBA Mtb inh | GDH-TPI inh | BoNT-F LC inh | MazF activator | FadD28 binding
O=C(O)COc1ccccc1/C=N/NC(=O)CN1CCN(Cc2ccccc2Cl)CC1 | 8 | -0.8 | -0.6 | 3 | 0 | 4 | -12 | 6 | -1.8
CC(CCc1ccccn1)C(=O)C(C)CCc1ccccn1 (stereo unspecified) | x | 0.8 | x | 1 | -2 | -3 | -4 | 0 | x
CC1(C)CC(CC(=O)O)CC(C)(C)N1 | 4 | x | 4.0 | 3 | -1 | 2 | 0 | 4 | -1.7
CCCn1c(C(=O)c2ccc(OC)cc2)nc2ccccc21 | -1 | 1.0 | 0.7 | 5 | 6 | 5 | -5 | 6 | -1.7
COCCCNC(=O)CN(CCc1ccccc1)S(=O)(=O)c1ccc(C)cc1 | 0 | 1.7 | 0.9 | -4 | 1 | 0 | -4 | 3 | -0.3
CCCOc1ccc(C(=O)NC2CCSc3ccccc32)cc1 (stereo unspecified) | -2 | -0.7 | 2.3 | 5 | 0 | 6 | -5 | -12 | 3.9
CCCn1c(=O)c(Cc2ccccc2)c(O)c2ccccc21 | 4 | -0.4 | -1.2 | -3 | 9 | -7 | 13 | -2 | -5.9
CCOc1ccc(C(=O)Nc2ccc(Cc3ccncc3)cc2)cc1Br | -50 | x | 3.1 | -1 | -2 | 0 | -4 | -4 | -1.3
Cn1c(=O)c2c(SCc3c(F)cccc3Cl)nc(CC(C)(C)C)nc2n(C)c1=O | -6 | 0.1 | -1.5 | -7 | -5 | -8 | 4 | 9 | -5.4
O=C(c1ccc2c(c1)N(Cc1ccc(F)cc1)CCS2)N1CCC2(CC1)OCCO2 | -6 | -3.5 | -2.4 | 7 | 20 | 10 | 2 | -12 | -0.4
CCOCCCNC(=S)N1C2CCC1CC(NC(=O)NC13CC4CC(CC(C4)C1)C3)C2 (stereo unspecified) | 3 | x | 2.4 | -4 | -1 | 10 | -16 | 5 | 1.7
NNC(=O)CSc1nc(-c2ccccc2)cn1-c1ccccc1 | -4 | x | -0.9 | -6 | -2 | 2 | 0 | 5 | -2.7

# Looked up by compound from the list above:
molecule | Rv3671c inh | BioA inh | UGM FP inh | PrPC TRFRET | FBA Mtb inh | GDH-TPI inh | BoNT-F LC inh | MazF activator | FadD28 binding
CCCOc1ccc(C(=O)NC2CCSc3ccccc32)cc1 (stereo unspecified) | -2 | -0.7 | 2.3 | 5 | 0 | 6 | -5 | -12 | 3.9
CCCn1c(C(=O)c2ccc(OC)cc2)nc2ccccc21 | -1 | 1.0 | 0.7 | 5 | 6 | 5 | -5 | 6 | -1.7
CCOCCCNC(=S)N1C2CCC1CC(NC(=O)NC13CC4CC(CC(C4)C1)C3)C2 (stereo unspecified) | 3 | x | 2.4 | -4 | -1 | 10 | -16 | 5 | 1.7
CCOc1ccc(C(=O)Nc2ccc(Cc3ccncc3)cc2)cc1Br | -50 | x | 3.1 | -1 | -2 | 0 | -4 | -4 | -1.3
CC(CCc1ccccn1)C(=O)C(C)CCc1ccccn1 (stereo unspecified) | x | 0.8 | x | 1 | -2 | -3 | -4 | 0 | x
COCCCNC(=O)CN(CCc1ccccc1)S(=O)(=O)c1ccc(C)cc1 | 0 | 1.7 | 0.9 | -4 | 1 | 0 | -4 | 3 | -0.3
O=C(c1ccc2c(c1)N(Cc1ccc(F)cc1)CCS2)N1CCC2(CC1)OCCO2 | -6 | -3.5 | -2.4 | 7 | 20 | 10 | 2 | -12 | -0.4

# The listing continues.
molecule | Rv3671c inh | BioA inh | UGM FP inh | PrPC TRFRET | FBA Mtb inh | GDH-TPI inh | BoNT-F LC inh | MazF activator | FadD28 binding
Cc1ccc(NC(=O)COC(=O)C(NS(=O)(=O)c2ccc(Cl)cc2)C(C)O)cc1C (stereo unspecified) | -4 | x | 0.2 | 0 | -4 | -6 | -1 | -4 | -4.0
CCn1c(SCC(=O)Nc2ccc(OC)c(OC)c2)nnc1-c1cccs1 | -4 | -0.4 | 1.2 | 7 | -2 | 4 | 5 | 6 | -0.2
O=C(NCc1ccccn1)Nc1ccc2c(c1)OCO2 | -14 | 0.6 | 1.2 | 2 | -1 | 8 | 0 | 7 | 1.6
CC1CCCC(NC(=O)COC(=O)/C=C/c2ccc(S(=O)(=O)N3CCOCC3)cc2)C1C (stereo unspecified) | -1 | -0.5 | -3.0 | -2 | 0 | 1 | -6 | 6 | -2.5
C=CCn1c(SCC(=O)Nc2cc(C)c(Cl)cc2OC)nnc1-c1ccco1 | -3 | -0.5 | 0.7 | 0 | 2 | 5 | 0 | -6 | -0.6
CCN(CCn1cccn1)C(=O)CCc1nnc(-c2ccc3c(c2)OCO3)o1 | -6 | x | 0.3 | 5 | 3 | -2 | -3 | 0 | -1.6
COc1ccccc1/C=C/C(=O)OCC(=O)c1c(N)n(C)c(=O)n(C)c1=O | -6 | -0.8 | -2.9 | 11 | 3 | 15 | 4 | 14 | -1.1
Cc1ccc(C(=O)NCC(=O)NC2CCCCCC2)cc1 | 0 | 4.3 | -2.6 | 3 | -3 | 1 | u | 5 | -1.6
CSc1ccc(/C=N/n2c(C)nc3ccccc3c2=O)cc1 | x | -1.4 | x | -2 | -1 | 10 | 7 | -5 | -1.7
COc1ccccc1NC(=O)CCC(=O)OC(C)C(=O)c1ccccc1 (stereo unspecified) | 6 | -0.7 | 1.2 | -3 | 3 | -7 | -25 | 7 | -3.6
Cc1ccc(NC(=O)NNC(=O)c2ccccc2)cc1 | -1 | x | -0.1 | -5 | 0 | -2 | -4 | 16 | -2.3
C=C(C(=O)c1ccccc1)C(c1ccccc1)C(C)C(=O)c1ccccc1 (stereo unspecified) | -5 | x | 2.0 | -5 | -6 | 3 | -7 | 1 | -3.9
O=C(Nc1ccccc1C(F)(F)F)N1CCN(c2ccccn2)CC1 | 6 | x | -2.5 | -7 | 6 | -1 | -4 | 14 | 0.5
CN(C)CCNc1oc(COc2ccc(Cl)cc2Cl)nc1C#N | -1 | -1.9 | -1.6 | -6 | 3 | 3 | -9 | 15 | 0.5
CCN1CCN(C(=O)C2CCCN(S(=O)(=O)c3cc(Cl)ccc3Cl)C2)CC1 (stereo unspecified) | -3 | -0.1 | -0.2 | -10 | 2 | -2 | 22 | -6 | 0.7
CCCc1nnc(NC(=O)Cn2c(=O)sc3ccccc32)s1 | -2 | -4.0 | -0.8 | -2 | -1 | -1 | 3 | 0 | -4.8
C[C@H](O)[C@@H]1C(=O)N2CCc3ccc(-c4ccccc4)cc3[C@@H]2C[C@@H]1N(C)C(=O)c1ccco1 | x | x | x | 0 | 2 | -12 | -8 | -12 | -0.7
CCOC(=O)Cn1c(CN2CCOCC2)nc2c1c(=O)n(C)c(=O)n2C | 3 | -1.9 | -1.8 | 12 | -1 | 13 | -8 | 7 | 0.6
COc1cccc(CNC(=O)c2cnc(-c3ccccn3)nc2C(F)(F)F)c1 | 3 | 2.5 | -0.5 | 6 | -1 | 7 | 12 | 10 | -3.4
CCc1n[nH]c(=S)n1/N=C/C(C)=C\c1ccccc1 | 1 | -1.3 | 1.0 | -4 | 0 | 10 | -24 | 4 | -1.8
CCN(CC)CCNC(=O)c1ccc2c(=O)n(C3CCCC3)c(=S)[nH]c2c1 | 9 | 2.3 | 2.6 | -20 | -4 | -15 | 1 | -10 | -6.4
COc1ccc(OC)c(C(=O)c2ccc(C(=O)Nc3ccc(NC(C)=O)cc3)cc2)c1 | -7 | -3.0 | 2.5 | 4 | 3 | 14 | -2 | -3 | -0.7
COc1ccccc1CNC(=O)CN1CCN(S(=O)(=O)c2cccs2)CC1 | -1 | 1.1 | -2.5 | 6 | 1 | -4 | -6 | -6 | -1.1
C/C(=C\C(=O)C(F)(F)F)Nc1ccc(C(F)(F)F)cc1 | 6 | -1.2 | -0.2 | -7 | 2 | -2 | 0 | 6 | -1.9
O=C(CN1C(=O)S/C(=C\c2ccc(C(=O)O)cc2)C1=O)Nc1ccccc1 | 6 | -0.5 | 5.7 | -10 | 0 | 35* | -5 | -10 | 4.2
COC(=O)c1cc(NC(=O)c2c(-c3ccccc3)noc2C)ccc1N1CCOCC1 | -7 | 1.4 | 0.9 | 8 | -1 | 4 | 6 | 0 | 0.0
CCCCCCCCCC(=O)N1CCN(c2cc3c(cc2F)c(=O)c(C(=O)O)cn3CC)CC1 | 0 | -2.3 | -1.2 | 3 | 2 | 2 | 4 | -11 | -1.7
CC(C)(C)NC(=O)C(c1cccs1)N(Cc1ccco1)C(=O)c1csnn1 (stereo unspecified) | -4 | -1.6 | -0.2 | -6 | 3 | 7 | 26 | -9 | -1.3
Cc1cccc(C)c1OCC(O)Cn1ccnc1C (stereo unspecified) | 9 | 0.1 | 3.2 | 3 | 2 | 6 | -5 | 11 | -1.0
CCCNC(=O)CCC(=O)Nc1ncc(-c2ccc(C)cc2)n1C | -4 | -1.7 | -1.3 | -3 | 4 | 5 | -4 | 5 | 1.6
CCN(CC)S(=O)(=O)c1cnccc1N1CCN(c2cccc(Cl)c2)CC1 | -8 | 3.1 | 2.2 | 1 | 1 | 1 | 3 | 2 | -2.9
O=C1NC(=O)C(=Cc2ccc(Cl)c(Cl)c2)S1 | x | -2.3 | x | 2 | -4 | 29 | -2 | -17 | -19
CC(=O)N1CCN(c2cc3c(cc2F)c(=O)c(C(=O)O)cn3C2CC2)CC1 | 0 | x | -0.7 | 1 | 30* | 1 | -1 | 8 | -2.1
COc1cc2c(cc1OC)CN(C(=S)Nc1c(C)cccc1C)CC2 | 4 | x | 1.5 | 7 | 1 | 0 | 1 | 8 | 1.5
O=C(CSc1nc(Nc2ccccc2)nc(N2CCOCC2)n1)Nc1cccc([N+](=O)[O-])c1 | -98 | 3.6 | 0.0 | -14 | -5 | 5 | 5 | 1 | -1.5
CCc1nonc1NC(=O)c1oc2cc(C)c(Cl)cc2c1C | -1 | -7.3 | -2.0 | 9 | -1 | 2 | -7 | -17 | 2.4
CN1C(=O)c2cccc3c(S(N)(=O)=O)ccc1c23 | -2 | -1.4 | -2.0 | -44 | 16 | 18 | u | 0 | -3.8
CC(C)N1CCN(C2CSCCSC2)CC1CCO (stereo unspecified) | -1 | 0.2 | -2.9 | 3 | 52* | 12 | -4 | 0 | -2.3
O=C(NC(=S)Nc1ccc(Cl)cn1)c1cc([N+](=O)[O-])ccc1N1CCOCC1 | -6 | -0.9 | -3.6 | -3 | 0 | 2 | -2 | -7 | -0.7

# Entries of single compounds as entered above. Values in the order: Rv3671c inh	BioA inh	UGM FP inh	PrPC TRFRET	FBA Mtb inh	GDH-TPI inh	BoNT-F LC inh	MazF activator	FadD28 binding
# Shown for CCc1nonc1NC(=O)c1oc2cc(C)c(Cl)cc2c1C → -1	-7.3	-2.0	9	-1	2	-7	-17	2.4
# Shown for CC(=O)N1CCN(c2cc3c(cc2F)c(=O)c(C(=O)O)cn3C2CC2)CC1 → 0	x	-0.7	1	30*	1	-1	8	-2.1
# Shown for Cc1cccc(C)c1OCC(O)Cn1ccnc1C (stereo unspecified) → 9	0.1	3.2	3	2	6	-5	11	-1.0

# 2 entries from above, as labelled records.
CC(=O)N1CCN(c2cc3c(cc2F)c(=O)c(C(=O)O)cn3C2CC2)CC1
  Rv3671c inh = 0; BioA inh = x; UGM FP inh = -0.7; PrPC TRFRET = 1; FBA Mtb inh = 30*; GDH-TPI inh = 1; BoNT-F LC inh = -1; MazF activator = 8; FadD28 binding = -2.1

CCCCCCCCCC(=O)N1CCN(c2cc3c(cc2F)c(=O)c(C(=O)O)cn3CC)CC1
  Rv3671c inh = 0; BioA inh = -2.3; UGM FP inh = -1.2; PrPC TRFRET = 3; FBA Mtb inh = 2; GDH-TPI inh = 2; BoNT-F LC inh = 4; MazF activator = -11; FadD28 binding = -1.7

# Compound activity (PubChem BioAssay)
